CHO-K1 Ca PAM = nonselective calcium activators in parental CHO-K1 cells, primary screen, counter-screen for M1 PAM project, cell-based, Fluo-8 calcium fluorescence, full deck, 1536-well; 360,000 tested, 0.02% active; activation, % at 3 µM; AID 602247, 2012; ATP EC20; 0% at ATP EC20, 100% at ATP max;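 active = activation above the run cutoff, the mean activation of all test compounds plus 3 SD, cut at about 40% in these data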;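 note: peak over basal fluorescence ratio in a 140 s read after ATP addition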
CHO parental Ca = ATP-evoked calcium signal inhibitors, parental CHO, primary screen, counter-screen for OX1R antagonist project, cell-based, fluorescence, Fluo-8 calcium dye. inhibition, % at 5.6 µM. 330,000 tested, 0.63% active. parental CHO-K1, ATP-induced calcium, Fluo-8 fluorescence. AID 463079, 2010;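 active = inhibition above that plate's mean sample inhibition plus 3 SD, cut at about 26% in these data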;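 note: 0% = ATP-challenged DMSO wells and 100% = DMSO wells without ATP; some compounds past the cut are filed as inactive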
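Assay system – parental CHO cells · Reagent – ATP stimulus · Detection – intracellular calcium via Fluo-8 no-wash fluorescent dye · Evaluation – percent inhibition of ATP-evoked calcium rise, normalized to controls · Controls – ATP wells versus no-ATP DMSO wells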
CHO-K1 Ca antag = M1 antagonist counterscreen hit in parental CHO-K1 cells; ATP-induced calcium, Fluo-8 fluorescence; inhibition, % at 3 µM; 360,000 tested, 0.6% active;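 active = inhibition above a per-plate cutoff, the plate's mean sample inhibition plus 3 SD, cut at about 24% in these data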;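 note: 0% = DMSO plus EC80 ATP and 100% = DMSO alone without ATP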
CHRM1 agonist = human M1 muscarinic receptor agonists, primary screen, Fluo-8 calcium fluorescence, CHO-K1 cells, HTS. activation, % at 3 µM. 360,000 tested, 0.33% active. CHO-K1 hM1, agonist mode; 0% DMSO, 100% acetylcholine EC100. Muscarinic acetylcholine receptor M1 (Homo sapiens), P11229;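 active = activation above the run's mean compound activation plus 3 SD, cut at about 16% in these data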;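 note: peak over basal fluorescence ratio within a 140 s kinetic read after compound addition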
Target sequence (P11229 whole entry, looked up): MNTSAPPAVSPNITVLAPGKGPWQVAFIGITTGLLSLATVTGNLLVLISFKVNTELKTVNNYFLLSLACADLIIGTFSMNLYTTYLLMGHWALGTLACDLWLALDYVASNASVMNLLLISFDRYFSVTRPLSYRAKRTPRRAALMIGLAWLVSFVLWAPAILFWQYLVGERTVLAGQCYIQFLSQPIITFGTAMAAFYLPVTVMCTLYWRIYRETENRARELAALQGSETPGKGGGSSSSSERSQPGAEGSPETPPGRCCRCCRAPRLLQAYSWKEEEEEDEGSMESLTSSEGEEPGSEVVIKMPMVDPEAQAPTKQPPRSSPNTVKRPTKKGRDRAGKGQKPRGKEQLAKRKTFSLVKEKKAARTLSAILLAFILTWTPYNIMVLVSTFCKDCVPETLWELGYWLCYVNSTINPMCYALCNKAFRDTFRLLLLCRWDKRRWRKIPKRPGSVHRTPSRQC
CHRM1 PAM = human M1 muscarinic receptor positive allosteric modulators, primary screen, CHO-K1 cells, Fluo-8 calcium fluorescence, 1536-well; activation, % at 3 µM; CHO-K1 hM1, ACh EC20; 0% = ACh EC20, 100% = maximal ACh; AID 588819, 2011; 360,000 tested, 0.088% active; in the data active = activation above about 19%, passing the limit was not always enough
TAAR1 antagonist = human TAAR1 antagonists, primary screen, Fluo-8 calcium fluorescence, CHO RD-HGA16 cells | Trace amine-associated receptor 1 (Homo sapiens), Q96RJ0 | AID 624466, 2012 | antagonist | 360,000 tested, 1.5% active | inhibition, % at 3 µM;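 active = inhibition above a per-plate cutoff, the mean inhibition of test compounds on that plate plus 3 SD, cut at about 49% in these data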;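 note: 0% = DMSO plus EC80 beta-PEA response and 100% = DMSO alone without agonist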
Target sequence (Q96RJ0 whole entry, looked up): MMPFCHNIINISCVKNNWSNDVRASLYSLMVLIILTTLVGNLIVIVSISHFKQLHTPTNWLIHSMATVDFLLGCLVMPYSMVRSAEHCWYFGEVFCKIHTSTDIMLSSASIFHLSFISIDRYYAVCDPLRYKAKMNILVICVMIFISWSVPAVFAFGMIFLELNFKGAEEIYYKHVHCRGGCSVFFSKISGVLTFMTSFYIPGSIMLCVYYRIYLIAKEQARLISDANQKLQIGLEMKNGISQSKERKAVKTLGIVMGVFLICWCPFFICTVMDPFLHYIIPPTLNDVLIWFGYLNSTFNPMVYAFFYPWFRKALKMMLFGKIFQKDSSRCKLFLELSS
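System: RD-HGA16 CHO cells with stable hTAAR1 and Gα16 | Probe or stimulus: EC80 β-phenethylamine stimulus | Dosing: 3 µM, single point | Times: Dye loading 75 min at 37 °C, then 30 min room temperature | Measured by: Fluo-8 calcium-sensitive fluorescence | Read-out basis: % inhibition of agonist calcium response | Replicates: n of 1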
M1 ag parental = counter-screen for M1 agonists: effect in parental CHO-K1 cells | Fluo-8 calcium fluorescence; scaled to maximal ATP response, vehicle zero | activation, % at 3 µM | 360,000 tested, 0.48% active; in the data active = activation above about 15%;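 note: untransfected CHO-K1 host cells lacking M1 receptor as counterscreen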
CHRM1 antagonist = human M1 muscarinic receptor antagonists, primary screen, CHO-K1 cells, Fluo-8 calcium fluorescence, 1536-well. Muscarinic acetylcholine receptor M1 (Homo sapiens), P11229. CHO-K1 hM1, ACh EC80 antagonist. inhibition, % at 3 µM. 360,000 tested, 1.3% active. AID 588852, 2011;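 active = percent inhibition above its own plate's cutoff, namely the mean of that plate's compound wells plus 3 SD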;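 note: peak over basal fluorescence ratio during 140 s after agonist addition; 0% = ACh EC80 plus DMSO and 100% = DMSO alone without agonist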
TAAR1 agonist = human TAAR1 agonists, primary screen, Fluo-8 calcium fluorescence, CHO RD-HGA16 cells. vehicle wells 0%, saturating PEA agonist 100%. 360,000 tested, 0.99% active. AID 624467, 2012. activation, % at 3 µM. Trace amine-associated receptor 1 (Homo sapiens), Q96RJ0;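 active = activation above the mean activation of all test compounds in the run plus 3 SD, cut at about 38% in these data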
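Signal – calcium-sensitive Fluo-8 signal, excitation 470-495, emission 515-575 nm · System – RD-HGA16 (CHO) cells co-expressing Gα16 and hTAAR1 · Incubation – 17-24 h seeding, 75 min 37 °C dye, 30 min RT · Compound dosing – 3 µM single concentration · Repeats – no replicates (n 1)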
Active calls of the source: *; x = no result given.

SMILES	CHO-K1 Ca PAM	CHO parental Ca	CHO-K1 Ca antag	CHRM1 agonist	CHRM1 PAM	TAAR1 antagonist	M1 ag parental	CHRM1 antagonist	TAAR1 agonist
COc1ccc(C(=O)N=c2nc3ccccn3s2)cc1	19	15	-12	-3	3	9	-0.1	-19	2
C[C@H](NC(=O)c1ncn2c1C(=O)NC[C@H]2C)c1ccccc1	14	x	-2	-2	0	-11	0.2	-9	1
CC1CCCCN1CCNC(=O)c1ccc2c(=O)n(CCc3ccccc3)c(=O)[nH]c2c1 (stereo not drawn)	13	-20	-11	0	-2	-29	0.8	-1	5
CC(C)NC(=O)c1ccc(N2CCOCC2)nc1	17	-4	-8	-2	3	10	-0.1	-14	5
Nc1c(-c2cccs2)cnn1-c1nc(-c2ccc(Cl)cc2Cl)cs1	13	-1	-5	-5	-3	-20	0.4	1	9
CCn1c(SCC(=O)N/N=C/c2ccncc2)nc2ccccc21	28	-1	-22	-7	-3	12	1.4	-1	9
O=C(Nc1cccc([N+](=O)[O-])c1)C(=O)N1CCCCC1	10	7	0	-5	3	9	0.5	6	4
Cc1ccc(Cl)c(OCCN2CCc3ccccc3C2)c1	-15	-12	12	-4	6	-2	-0.1	-9	17
CC1C(=O)N(Cc2cccc(F)c2)c2ccccc2N1C(=O)c1ccccc1 (stereo not drawn)	-7	-15	-11	-5	2	-3	3.9	-3	2
O=C(CCSCCC(=O)NN=Cc1ccc(F)cc1)NN=Cc1ccc(F)cc1	-23	x	-7	-5	4	11	-0.5	-6	11
CCC(=O)c1ccc(OCC(=O)NCC2(N3CCCCC3)CCCCC2)cc1	9	-21	-32	-15	-8	1	1.0	-2	5
CN1C(=O)CSc2ccc(NC(=O)N3CCOCC3)cc21	12	-12	-18	-4	1	7	0.6	-17	8
CCOC(=O)c1ccc(NC(=S)N2CCN(CCN=CC3=C(O)CC(C)(C)CC3=O)CC2)cc1	4	-13	-5	-3	2	-7	6.0	6	-1
CCOc1ccc(OCCOCCNCCOC)cc1	-12	-5	14	-8	1	-8	-0.1	-9	-1
CC1(C(=O)NS(=O)(=O)c2ccc(Cl)cc2)CCN1C(=O)C1(c2ccccc2)CCCC1 (stereo not drawn)	-3	x	-6	-5	0	-19	0.8	4	0

Single entries from the entries so far:
Value of CCOc1ccc(OCCOCCNCCOC)cc1 in M1 ag parental: -0.1
Value of COc1ccc(C(=O)N=c2nc3ccccn3s2)cc1 in TAAR1 agonist: 2
Value of CC1CCCCN1CCNC(=O)c1ccc2c(=O)n(CCc3ccccc3)c(=O)[nH]c2c1 (stereo not drawn) in M1 ag parental: 0.8
Value of O=C(Nc1cccc([N+](=O)[O-])c1)C(=O)N1CCCCC1 in CHO parental Ca: 7
Value of Nc1c(-c2cccs2)cnn1-c1nc(-c2ccc(Cl)cc2Cl)cs1 in TAAR1 antagonist: -20
Value of CC(C)NC(=O)c1ccc(N2CCOCC2)nc1 in CHRM1 PAM: 3

The results go on.
SMILES	CHO-K1 Ca PAM	CHO parental Ca	CHO-K1 Ca antag	CHRM1 agonist	CHRM1 PAM	TAAR1 antagonist	M1 ag parental	CHRM1 antagonist	TAAR1 agonist
Cc1cc(NC(=O)c2sccc2C)n(-c2nc3ccccc3[nH]2)n1	-1	-15	9	-6	4	25	1.7	-8	9
CC(C)COc1ccc(/C(=N/O)c2ccccc2)cc1	-11	33*	-17	-8	-7	13	-0.1	6	11
CC(NC(=O)Cn1nc(C(F)(F)F)c2c1CCC2)c1ccccc1 (stereo not drawn)	17	-16	-6	-3	6	12	0.8	-12	0
Cc1ccc2nc(SCC(=O)NCc3cccs3)[nH]c2c1	22	-1	-3	-3	13	14	10	-8	2
Cc1ccc(Cc2cnc(NC(=O)/C(C#N)=C/c3ccc(-c4ccc([N+](=O)[O-])cc4)o3)s2)cc1	14	-9	5	0	0	-1	0.5	-10	9
c1coc(-c2ccnc3ncnn23)c1	-4	5	8	-6	1	-4	-0.3	-3	6
O=C(Cc1cccs1)Nc1ccc(F)cc1	8	-1	-3	-3	7	2	-0.2	-16	6
Cn1c(CC(=O)Nc2ccccc2)n[nH]c1=S	2	13	-12	-3	10	-7	0.4	-17	6
CN(CCOc1ccc(Cl)cc1)CC(=O)Nc1ccc(OC(F)F)cc1	11	-9	-6	-6	0	7	6.7	-8	-1
CC(C)OCC(O)CSc1ccccn1 (stereo not drawn)	20	-1	-11	-4	8	8	0.3	-14	2
N#Cc1ccc(OCC(=O)Nc2cc(S(=O)(=O)N3CCOCC3)ccc2N2CCOCC2)cc1	13	-4	-7	-3	3	-4	0.6	-19	0
O=C(O)/C=C/C(=O)Nc1ccc(-n2nccc2C(F)(F)F)cc1	11	-2	-7	-5	13	-16	0.2	-11	1
CCC(NC(=O)c1ccccc1NC(=O)c1ccco1)C(=O)NC1CCCCC1 (stereo not drawn)	0	-15	-5	-4	4	3	0.1	0	4
Cc1cc(C)cc(OCC(=O)OCC(=O)N2CC(=O)Nc3ccccc32)c1	12	1	-12	-5	8	-15	1.3	-8	-1
CN1CCN(C(=O)c2cccc(COc3cc(Cl)ccc3Cl)c2)CC1	10	-10	-2	0	2	-12	2.9	-1	11

Rewritten with two lines to a compound: part of the list above.
Order of values: CHO-K1 Ca PAM | CHO parental Ca | CHO-K1 Ca antag | CHRM1 agonist | CHRM1 PAM | TAAR1 antagonist | M1 ag parental | CHRM1 antagonist | TAAR1 agonist
> Cc1ccc2nc(SCC(=O)NCc3cccs3)[nH]c2c1
  22 | -1 | -3 | -3 | 13 | 14 | 10 | -8 | 2
> Cc1ccc(Cc2cnc(NC(=O)/C(C#N)=C/c3ccc(-c4ccc([N+](=O)[O-])cc4)o3)s2)cc1
  14 | -9 | 5 | 0 | 0 | -1 | 0.5 | -10 | 9
> c1coc(-c2ccnc3ncnn23)c1
  -4 | 5 | 8 | -6 | 1 | -4 | -0.3 | -3 | 6

Next results
SMILES	CHO-K1 Ca PAM	CHO parental Ca	CHO-K1 Ca antag	CHRM1 agonist	CHRM1 PAM	TAAR1 antagonist	M1 ag parental	CHRM1 antagonist	TAAR1 agonist
COc1cc2c(cc1OC)CC1(CCCCC1)N=C2	21	-1	-5	-14	2	5	0.1	-11	4
COc1cc(/C=C/C(=O)c2ccc3c(c2)OCCO3)cc(Br)c1OCC(=O)N(C)C	-1	-28	-20	1	11	13	5.0	-4	8
CCn1c(CNC(=O)c2ccc(Cl)cc2)nnc1SCC(=O)NC1=NCCS1	-2	7	-13	-6	-1	10	1.5	-5	3
Cc1ccc2nc(SCC(=O)Nc3oc(C)c4c(C)n[nH]c(=O)c34)[nH]c2c1	-10	-6	2	-1	9	-2	0.4	-13	9
Cc1nc2nc(SCC(=O)Nc3cccc(F)c3)[nH]c2cc1Br	15	-19	-12	1	-10	3	4.5	13	15
Cc1cc(C)c(S(=O)(=O)NC2CC(C)(C)NC(C)(C)C2)cc1Br	16	x	-4	-7	15	-5	0.9	-22	4
c1cnc2nc(-c3ccc4c(c3)OCO4)cn2c1	-5	-7	-13	-5	1	-33	-0.3	7	0
CCn1nc(C)c(NC(=O)c2cc(Br)ccc2Cl)c1C	13	-5	-6	-2	9	-16	0.7	-7	19
Cc1ccc(S(=O)(=O)N(Cc2cccnc2)Cc2cc3ccccc3[nH]c2=O)cc1	-10	-12	-7	-6	-7	39	4.6	1	19
Cc1ccc(-n2nnc(-c3nccn3C)n2)cc1	-3	-7	-1	-9	12	7	-0.5	-7	0
O=C(COc1cc2oc(=O)cc(-c3ccccc3)c2cc1Cl)NCCN1CCOCC1	-4	-14	-6	-3	6	-8	1.5	-6	6
CCCCn1c(SCC(=O)/C(C#N)=C(\C)N)nc2ccccc2c1=O	-6	-13	-5	-4	0	-3	1.0	0	4
COc1ccc(C=CC(O)CCN2CCC3CCC(C3)C2)cc1 (stereo not drawn)	3	x	-5	-9	-20	-1	0.9	22	1
COCCNc1nnc(SCC(=O)N(C)c2c(N)n(Cc3ccccc3)c(=O)[nH]c2=O)s1	7	-5	3	-1	6	1	0.4	-17	0
C=CCOc1ccc(/C=C/C(=O)OCC(=O)NNC(=O)c2ccccc2F)cc1	9	-14	-7	2	10	-15	1.8	-17	3

Structural class, those above with a CF3 group.
SMILES	CHO-K1 Ca PAM	CHO parental Ca	CHO-K1 Ca antag	CHRM1 agonist	CHRM1 PAM	TAAR1 antagonist	M1 ag parental	CHRM1 antagonist	TAAR1 agonist
CC(NC(=O)Cn1nc(C(F)(F)F)c2c1CCC2)c1ccccc1 (stereo not drawn)	17	-16	-6	-3	6	12	0.8	-12	0
O=C(O)/C=C/C(=O)Nc1ccc(-n2nccc2C(F)(F)F)cc1	11	-2	-7	-5	13	-16	0.2	-11	1

Further compounds
SMILES	CHO-K1 Ca PAM	CHO parental Ca	CHO-K1 Ca antag	CHRM1 agonist	CHRM1 PAM	TAAR1 antagonist	M1 ag parental	CHRM1 antagonist	TAAR1 agonist
Cc1ccc(-c2ccc(=O)n(CC(=O)N3CCN(c4cc(Cl)ccc4C)CC3)n2)cc1	15	-38	-9	-4	-3	-11	0.2	8	7
COCCCNC(=O)c1ccccc1Sc1ccc(NC(C)=O)nc1	-14	-17	24*	-6	4	4	-0.3	-2	2
Cc1ccc(C(=O)c2oc3ccccc3c2N)cc1	7	-22	-5	-3	11	0	-0.6	-3	16
CCN1CCN(S(=O)(=O)c2ccc(F)c(C(=O)Nc3c(F)cc(F)cc3Br)c2)CC1	18	-20	-6	-2	-4	-13	5.6	11	0
CCc1cccc2c(N=O)c(O)[nH]c12	13	-8	3	-2	5	1	-0.5	-1	-1
COc1ccc(C(=O)NC2CCN(C(=S)Nc3ccccc3)CC2)cc1	12	2	-8	-4	7	-10	0.1	-7	9
CCOc1ccc(N(C(C)C(=O)N/N=C(\C)c2cccc(NC(=O)c3ccccc3)c2)S(C)(=O)=O)cc1 (stereo not drawn)	26	-16	-18	-2	-8	54*	2.7	6	17
COc1ccc(-n2nc3c(c2NC(=O)COc2ccccc2)CS(=O)C3)cc1 (stereo not drawn)	-7	11	4	-2	-3	-2	0.2	17	2

High-throughput results: PubChem, The Scripps Research Institute Molecular Screening Center
